Screens as filed in PubChem.
Jurkat viability: cytotoxic compounds reducing Jurkat cell viability; Jurkat E6.1 viability, ATP luminescence, 48 h; inhibition, % at 4 µM; 1.2% of 56,000 active; AID 463;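 active = inhibition above the mean inhibition of all tested compounds plus 3 SD, cut at about 28% in these data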
M1 antag: antagonists of rat M1 muscarinic receptor | B-score at 10 µM | P08482 | 3.4% of 64,000 active | CHO-M1 cells, Fluo-4 calcium, ACh EC80 antagonist mode; hits give low values;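 active = calcium fluorescence response, raw or row-and-column corrected B-score, differing from the plate sample mean either way at a set confidence level, mostly lower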
S1P3 agonist: S1P3 (human) receptor agonism; AID 373; S1P3 NFAT-BLA reporter cells, FRET ratio; relative to 1 µM S1P, basal subtracted; Q99500; 0.1% of 60,000 active; activation, % at 4.5 µM;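 active = activation above the screen-wide mean plus 3 SD, cut at about 4.5% in these data, passing the limit was not always enough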; also: some compounds called inactive have numbers as strong as hits
Target sequence (Q99500 whole entry, looked up): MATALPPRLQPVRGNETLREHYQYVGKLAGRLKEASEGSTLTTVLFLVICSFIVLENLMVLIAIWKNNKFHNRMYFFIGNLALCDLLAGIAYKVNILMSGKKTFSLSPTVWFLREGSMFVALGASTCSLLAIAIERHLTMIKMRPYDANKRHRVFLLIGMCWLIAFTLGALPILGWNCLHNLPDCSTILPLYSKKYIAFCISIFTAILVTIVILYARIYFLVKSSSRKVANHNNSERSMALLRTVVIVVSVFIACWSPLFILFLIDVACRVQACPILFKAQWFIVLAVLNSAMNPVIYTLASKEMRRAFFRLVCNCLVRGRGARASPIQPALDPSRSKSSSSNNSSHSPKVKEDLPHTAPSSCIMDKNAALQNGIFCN
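Material: Human S1P3 NFAT-BLA reporter CHO cells | Incubation: Overnight plating, 4 h compound 37 °C, 2 h substrate RT | Signal: FRET β-lactamase substrate fluorescence, excitation 405 nm, 460/535 nm emission ratio, background-subtracted | Compound: 4.5 µM final, single dose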
HEK293 NFkB inh: lowers PMA/ionomycin-induced NF-kB signal in HEK293 cells; HEK-293 NF-kB luciferase reporter, luminescence; inhibition, % at 3 µM; 0.21% of 62,000 active;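 active = inhibition above the mean of all tested compounds plus 3 SD, cut at about 40% in these data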;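 also: 0% = stimulated DMSO wells and 100% = 10 µM reference inhibitor 5653914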
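Timing: 1 h pretreatment, 16 h stimulation, 37 °C; system: HEK-293 cells with stable firefly luciferase reporter driven by four HIV NF-kB elements; doses: 3 µM once, 0.30% DMSO; measured by: luciferase luminescence; control set: DMSO and 10 µM reference inhibitor; repeats: single test; reagent: PMA plus ionomycin mix as NF-kB-activating stimulus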
5HT1E ag: 5-HT1E (human) receptor agonism; 0.69% of 65,000 active; CHO 5-HT1E Ga15 NFAT-bla reporter, FRET; 0% DMSO wells, 100% control agonist wells; activation, % at 6 µM;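 active = activation above a set limit, the screen-wide mean activation plus 3 SD, cut at about 8.5% in these data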;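 also: 100% = positive control agonist at 1 µM giving full maximal response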
Target sequence (P28566 whole entry, looked up): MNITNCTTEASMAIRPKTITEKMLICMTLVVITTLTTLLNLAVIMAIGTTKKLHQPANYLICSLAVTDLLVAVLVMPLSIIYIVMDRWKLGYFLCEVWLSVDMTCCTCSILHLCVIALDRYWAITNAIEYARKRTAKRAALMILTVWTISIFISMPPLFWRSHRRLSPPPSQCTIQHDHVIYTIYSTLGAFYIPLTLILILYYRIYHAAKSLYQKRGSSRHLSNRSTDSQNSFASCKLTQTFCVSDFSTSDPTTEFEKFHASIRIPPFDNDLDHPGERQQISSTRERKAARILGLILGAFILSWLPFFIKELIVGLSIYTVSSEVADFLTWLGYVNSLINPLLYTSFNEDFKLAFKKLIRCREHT
S1P1 ag-PAM: agonists and agonism potentiators of human S1P1 receptor; P21453; S1P1 CRE-bla cells, forskolin, beta-lactamase FRET, potentiator mode; S1P1 agonist co-added at EC20, 2 nM; 100% = saturating reference agonist, 0% = basal; activation, % at 9.5 µM; 0.57% of 56,000 active; AID 449;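 active = activation above a cutoff set at the mean activation of all tested compounds plus 3 SD, cut at about 54% in these data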;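 also: forskolin at 4 µM as EC80 and the EC20 agonist is SEW2871; 100% = SEW2871 at its EC100 plus forskolin at EC80; some compounds past the cut are filed as inactive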
5HT1E antag: 5-HT1E (human) receptor antagonism; 0.99% of 65,000 active; AID 571; inhibition, % at 6 µM; P28566; CHO 5-HT1E Ga15 NFAT-bla reporter, FRET, antagonist;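 active = inhibition above a set limit, the mean inhibition across every tested compound plus 3 SD, cut at about 29% in these data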;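 also: signal is the 460 over 535 nm emission ratio of beta-lactamase substrate; 0% = agonist plus DMSO wells and 100% = wells without agonist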
Her2 expr inh: lowers expression of human Her2 kinase. AID 645. HER2 level % of control, % at 10 µM. SKBR-3 HER2 protein level, AlphaScreen, 18-24 h; hits give low values. 0.69% of 65,000 active. P04626;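 active = HER2 level under 5% of the carrier-only control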;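 also: 100% = DMSO carrier and 0% = 500 nM PU-H71 HSP90 inhibitor; lower value means stronger loss of Her2 protein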
M1 agonist: activates the M1 muscarinic receptor; CHO-M1 cells, Fluo-4 calcium fluorescence, agonist mode; hits give high values; B-score at 10 µM; 3% of 64,000 active; AID 626;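 active = fluorescence rise, raw or as B-score row- and column-corrected plate score, outside the 99.7% band of its plate's samples, either direction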
The depositor's hits bear a star; / = no result given.

SMILES | Jurkat viability | M1 antag | S1P3 agonist | HEK293 NFkB inh | 5HT1E ag | S1P1 ag-PAM | 5HT1E antag | Her2 expr inh | M1 agonist
COc1nc(NCCN2CCOCC2)nc(Nc2ccccc2)n1 | -5 | -0.098 | -1.0 | 6 | -0.3 | / | 2 | 106 | -0.53
COC(=O)c1ccc(C(=O)OC)c(NC(=O)c2cnc3n(c2=O)CCS3)c1 | -14 | -1.1 | 0.3 | -6 | -0.5 | -4 | 0 | 118 | 2.2
COc1ccc2[nH]c(=O)c(CN(C)C(=O)COc3ccccc3)cc2c1 | -3 | -9* | -0.4 | 6 | -0.7 | 5 | 0 | 115 | 0.017
CCOC(=O)N1CCN(C(=O)COc2cc(=O)n(C)c3ccccc23)CC1 | -2 | 0.41 | -0.8 | 4 | -0.2 | -53 | -12 | 105 | 0.48
O=C(N1CCCCCC1)N1CCN(C(=O)N2CCCCC2)CC1 | -6 | 0.033 | -0.2 | 11 | 0.0 | -5 | -8 | 93 | 0.26
Cc1nnc(NC(=O)c2sc3ccccc3c2Cl)s1 | 6 | 0.5 | 0.0 | 6 | 0.8 | 20 | -3 | 86 | -0.34
CSc1cnn(-c2ccccc2)c(=O)c1SC | -11 | 0.28 | 0.1 | -10 | 0.3 | -19 | 1 | 105 | -0.096
CCN(CC(=O)Nc1ccc2c(c1)OCCO2)Cc1cc(=O)oc2c(C)c(C)ccc12 | -3 | -0.71 | 0.0 | 10 | 1.0 | 19 | 2 | 107 | 0.38
O=C1CC(c2ccccc2)CC(O)=C1C=NCCCN1CCOCC1 (centres undefined) | 4 | -0.016 | 0.1 | -1 | -0.3 | -33 | -3 | 102 | -0.55
CCCc1ccc(S(=O)(=O)NCCc2ccncc2)cc1 | 11 | -0.48 | -1.3 | 16 | -0.8 | 19 | 10 | 103 | -2
COc1cc(C(=O)Oc2ccccc2N)cc(OC)c1OC | 11 | -0.36 | -1.3 | 7 | -1.4 | / | 12 | 83 | 1.9
CC(C)CCn1nnnc1C(c1ccccc1)N1CCC(C(N)=O)CC1 (centres undefined) | 2 | 1.1 | -0.7 | -9 | -0.5 | 15 | 15 | 97 | 0.12
COC(=O)CNC(=O)c1c(C)cc(=O)oc1C | / | -0.36 | -3.4 | / | -0.5 | -12 | -14 | 91 | 0.45
O=C(NCCc1ccccc1)c1cc(-c2ccco2)on1 | 12 | -0.012 | -2.5 | -49 | -0.6 | -49 | 7 | 60 | -0.11
Cc1nc2ncnn2c(C)c1CCC(=O)N1CCN(c2ccccn2)CC1 | -6 | 0.4 | -1.5 | 17 | 0.5 | -12 | -8 | 115 | 0.92
O=C(N1CCCCC1)N1CCCN(C(=O)N2CCCCC2)CC1 | -1 | 0.29 | -0.2 | 6 | -0.9 | 6 | 1 | 93 | 0.27
O=C(O)c1ccccc1C(=O)N1CCN(c2ccccc2)CC1 | 2 | 0.35 | -0.7 | 24 | 7.9 | -21 | -2 | 98 | -0.74
N#CCSc1nc2c(c(C3CC=CCC3)c1C#N)CCC2 (centres undefined) | 6 | -0.23 | -0.9 | 7 | -0.9 | 0 | 13 | 110 | 0.063
COc1ccc(Cl)cc1NC(=O)N1CCN(S(C)(=O)=O)CC1 | 0 | 0.88 | -0.8 | 5 | 0.5 | / | 3 | 85 | -0.049
CC(=O)c1ccc(-n2nncc2C(C)(C)C)cc1 | / | 0.49 | / | 8 | 2.2 | / | -7 | 129 | 0.0025

An excerpt from above in order of formula weight, low to high:
SMILES | Jurkat viability | M1 antag | S1P3 agonist | HEK293 NFkB inh | 5HT1E ag | S1P1 ag-PAM | 5HT1E antag | Her2 expr inh | M1 agonist
COC(=O)CNC(=O)c1c(C)cc(=O)oc1C | / | -0.36 | -3.4 | / | -0.5 | -12 | -14 | 91 | 0.45
CC(=O)c1ccc(-n2nncc2C(C)(C)C)cc1 | / | 0.49 | / | 8 | 2.2 | / | -7 | 129 | 0.0025
CSc1cnn(-c2ccccc2)c(=O)c1SC | -11 | 0.28 | 0.1 | -10 | 0.3 | -19 | 1 | 105 | -0.096
O=C(NCCc1ccccc1)c1cc(-c2ccco2)on1 | 12 | -0.012 | -2.5 | -49 | -0.6 | -49 | 7 | 60 | -0.11
COc1cc(C(=O)Oc2ccccc2N)cc(OC)c1OC | 11 | -0.36 | -1.3 | 7 | -1.4 | / | 12 | 83 | 1.9
CCCc1ccc(S(=O)(=O)NCCc2ccncc2)cc1 | 11 | -0.48 | -1.3 | 16 | -0.8 | 19 | 10 | 103 | -2
Cc1nnc(NC(=O)c2sc3ccccc3c2Cl)s1 | 6 | 0.5 | 0.0 | 6 | 0.8 | 20 | -3 | 86 | -0.34
O=C1CC(c2ccccc2)CC(O)=C1C=NCCCN1CCOCC1 (centres undefined) | 4 | -0.016 | 0.1 | -1 | -0.3 | -33 | -3 | 102 | -0.55
COc1ccc(Cl)cc1NC(=O)N1CCN(S(C)(=O)=O)CC1 | 0 | 0.88 | -0.8 | 5 | 0.5 | / | 3 | 85 | -0.049
COc1ccc2[nH]c(=O)c(CN(C)C(=O)COc3ccccc3)cc2c1 | -3 | -9* | -0.4 | 6 | -0.7 | 5 | 0 | 115 | 0.017
Cc1nc2ncnn2c(C)c1CCC(=O)N1CCN(c2ccccn2)CC1 | -6 | 0.4 | -1.5 | 17 | 0.5 | -12 | -8 | 115 | 0.92
CCOC(=O)N1CCN(C(=O)COc2cc(=O)n(C)c3ccccc23)CC1 | -2 | 0.41 | -0.8 | 4 | -0.2 | -53 | -12 | 105 | 0.48
CCN(CC(=O)Nc1ccc2c(c1)OCCO2)Cc1cc(=O)oc2c(C)c(C)ccc12 | -3 | -0.71 | 0.0 | 10 | 1.0 | 19 | 2 | 107 | 0.38

Of the compounds above, two contain a halogen.
SMILES | Jurkat viability | M1 antag | S1P3 agonist | HEK293 NFkB inh | 5HT1E ag | S1P1 ag-PAM | 5HT1E antag | Her2 expr inh | M1 agonist
Cc1nnc(NC(=O)c2sc3ccccc3c2Cl)s1 | 6 | 0.5 | 0.0 | 6 | 0.8 | 20 | -3 | 86 | -0.34
COc1ccc(Cl)cc1NC(=O)N1CCN(S(C)(=O)=O)CC1 | 0 | 0.88 | -0.8 | 5 | 0.5 | / | 3 | 85 | -0.049

The listing continues:
SMILES | Jurkat viability | M1 antag | S1P3 agonist | HEK293 NFkB inh | 5HT1E ag | S1P1 ag-PAM | 5HT1E antag | Her2 expr inh | M1 agonist
O=C1CCCC(=NCc2ccco2)C1 | / | 0.63 | / | 9 | -2.2 | / | 19 | 117 | 0.39
COc1ccc2nc(Nc3nc(C)c(C(C)=O)s3)sc2c1 | 9 | 0.11 | 0.4 | -47 | 2.2 | -61 | -16 | 59 | 0.26
O=C(CN1CCN(CC(=O)Nc2ccc3c(c2)OCO3)CC1)Nc1ccc(F)cc1 | -4 | 0.49 | -0.2 | 0 | -0.7 | -12 | -4 | 99 | 0.53
Cn1c2c(c(=O)n(C)c1=O)C(c1cc3c(cc1Br)OCO3)CC(=O)N2 (centres undefined) | 0 | 0.64 | -0.7 | 1 | 1.1 | -13 | -11 | 84 | -0.63
COc1ccccc1N1CCN(C(=O)C(F)F)CC1 | 6 | 0.5 | -0.9 | 9 | 1.5 | 3 | 20 | 59 | -1.1
Cc1cc(=O)n2nc(N3CCCC(C(=O)N4CCN(c5ccccc5)CC4)C3)sc2n1 (centres undefined) | 5 | 0.29 | -0.4 | 17 | -0.8 | 8 | -7 | 110 | -0.87
CCCN(CCC)CCNc1c(N2CCN(C(=O)OCC)CC2)c(=O)c1=O | -3 | -0.42 | -0.3 | 13 | -0.8 | 0 | 2 | 86 | -0.059
CCc1nnc(SCC(=O)Nc2ccc(C(C)=O)cc2)nc1CC | 8 | 1 | 0.4 | 20 | 0.4 | 3 | -4 | 87 | -1.6
